Screening data: PubChem, several laboratories
EBV gp42 block – Epstein-Barr virus gp42 inhibitors, primary screen, biochemical, uHTS, fluorescence polarization; Glycoprotein 42 (Epstein-Barr virus (strain AG876)), Q1HVG2; Fluorescence polarization binding assay, mP read-out; inhibition, % (tested at 21.74 µM); 0.42% of 220,000 active; AID 1085, 2008; in the data active = inhibition above about 50%
thrombin 1536 – human alpha-thrombin inhibitors, primary screen, counter-screen for coagulation protease inhibitor project, biochemical, 1536-well, fluorogenic AMC substrate; Prothrombin (Homo sapiens), P00734; Boc-VPR-AMC fluorogenic substrate cleavage; inhibition, % at 5 µM; 0.26% of 220,000 active; AID 1046, 2008;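 active = inhibition at or above 40%; inactive = inhibition below 40%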;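 note: 0% = enzyme with no compound and 100% = wells without enzyme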
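Test system: human alpha-thrombin; medium: pH 7.5 Tris-saline with Tween 20; times: reaction at room temperature; signal: AMC fluorescence at 355 nm excitation and 460 nm emission; also added: Boc-VPR-AMC substrate, 15 µM final; dosing: one concentration per compound, 5 µM, with 0.2% DMSO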
zfTRPN1 agonist – zebrafish TRPN1 channel agonists, primary screen, cell-based, HEK293, calcium fluorescence; HEK293 zebrafish TRPN1-YFP, Fluo-8 calcium fluorescence; 100% = response to 87 µM carbachol; 0.18% of 220,000 active; transient receptor potential cation channel N1 (TRPN1/NompC), Danio rerio; activation, % at 3 µM; AID 1424, 2008;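 active = activation above its plate's cutoff, the mean activation of test wells on that plate plus 3 SD, cut at about 19% in these data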;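 note: 0% = DMSO alone and 100% = 87 µM carbachol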
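Material – zebrafish TRPN1-YFP in HEK293 cells · Doses – 3 µM single point · Schedule – dye 1 h 37 °C plus 30 min RT · Signal – Fluo-8 calcium fluorescence, excitation 470-495 nm, emission 515-575 nm · Read-out – % activation versus carbachol response · Control set – carbachol high, DMSO low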
Cl transport mod – KCC2 cotransporter modulators, thallium flux, primary screen, cell-based, HEK293 KCC2, FluoZin-2 fluorescence, MLSMR. 2.2% of 190,000 active. KCC2 cells, thallium flux FluoZin-2 fluorescence. B-score of Tl+ flux slope (higher = more flux/activation; lower = inhibition) at 10 µM. Solute carrier family 12 member 5 (Homo sapiens), Q9H2X9;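 active = thallium flux slope and its plate-corrected score both differing from the plate sample mean at a set confidence after two filtering rounds, in either direction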;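 note: slope of fluorescence scaled to starting intensity during 10 to 20 s after thallium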
Target sequence (Q9H2X9 whole entry, looked up): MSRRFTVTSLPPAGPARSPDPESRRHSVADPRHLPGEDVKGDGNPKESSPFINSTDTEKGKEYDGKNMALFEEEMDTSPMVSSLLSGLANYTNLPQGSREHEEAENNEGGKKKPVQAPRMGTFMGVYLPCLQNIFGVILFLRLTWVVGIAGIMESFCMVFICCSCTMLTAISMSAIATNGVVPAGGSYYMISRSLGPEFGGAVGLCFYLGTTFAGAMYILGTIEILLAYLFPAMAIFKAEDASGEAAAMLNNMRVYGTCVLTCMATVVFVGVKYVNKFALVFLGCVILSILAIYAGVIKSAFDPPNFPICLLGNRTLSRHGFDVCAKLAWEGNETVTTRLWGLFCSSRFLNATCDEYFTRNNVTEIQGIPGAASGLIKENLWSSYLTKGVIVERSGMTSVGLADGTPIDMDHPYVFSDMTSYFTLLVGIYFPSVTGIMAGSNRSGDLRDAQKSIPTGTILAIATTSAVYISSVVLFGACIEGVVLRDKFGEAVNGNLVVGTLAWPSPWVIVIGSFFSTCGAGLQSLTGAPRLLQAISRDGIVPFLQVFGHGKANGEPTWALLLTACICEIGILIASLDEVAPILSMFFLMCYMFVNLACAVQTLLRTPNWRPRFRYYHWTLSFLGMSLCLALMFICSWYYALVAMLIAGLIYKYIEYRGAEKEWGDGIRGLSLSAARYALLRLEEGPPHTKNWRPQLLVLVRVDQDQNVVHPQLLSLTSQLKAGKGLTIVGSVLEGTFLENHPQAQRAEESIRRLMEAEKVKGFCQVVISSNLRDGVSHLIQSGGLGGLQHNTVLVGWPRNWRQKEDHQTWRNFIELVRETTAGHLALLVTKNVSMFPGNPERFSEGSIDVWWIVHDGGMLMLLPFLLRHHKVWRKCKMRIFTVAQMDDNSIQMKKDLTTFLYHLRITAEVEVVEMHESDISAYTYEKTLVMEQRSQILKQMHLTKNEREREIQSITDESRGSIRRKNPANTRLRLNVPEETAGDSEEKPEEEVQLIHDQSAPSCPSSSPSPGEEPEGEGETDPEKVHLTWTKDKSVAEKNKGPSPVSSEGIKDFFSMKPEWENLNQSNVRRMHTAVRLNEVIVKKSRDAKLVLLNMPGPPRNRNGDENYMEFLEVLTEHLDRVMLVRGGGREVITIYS
m-calpain inh – inhibitors of pig calpain II, primary screen, biochemical, fluorogenic peptide substrate, 1536-well; purified calpain II, 30 min; inhibition, % at 16 µM; 0.37% of 220,000 active;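 active = inhibition above about 50%, limit read from the data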
PPC-1+TRAIL kill – compounds killing PPC-1 cancer cells with TRAIL present, primary screen, TRAIL potentiator project, ATPLite luminescence, uHTS. PPC-1 cells + TRAIL, ATPLite viability luminescence. cell killing (% activity), % at 4 µM. 0.41% of 220,000 active. AID 1443, 2008;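 active = cell killing above 50% in the first pass at 4 µM, then a duplicate retest at 5 µM averaging 50% or more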;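 note: plate controls were cells with TRAIL plus DMSO for no effect and medium-only wells lacking cells for full effect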
Furin inh – human furin inhibitors, primary screen, biochemical, fluorescence intensity; 0.061% of 220,000 active; inhibition, % at 30 µM; purified furin, fluorogenic substrate cleavage; in the data active = inhibition above about 25%; note: inactives centre near -15
TRPML3 agonist – human TRPML3 channel agonists, primary screen, cell-based, HEK293 TRPML3-YFP, Fluo-8 calcium fluorescence, 3 µM | AID 1448, 2008 | 100% = the carbachol control signal | Mucolipin-3 (Homo sapiens), Q8TDD5 | activation, % at 3 µM | 0.29% of 220,000 active;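 active = activation above its plate's cutoff, the mean activation of the plate's test wells plus 3 SD, cut at about 12% in these data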;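 note: 0% = DMSO only wells and 100% = carbachol wells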
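Test system: HEK293 cells stably carrying human TRPML3-YFP; Doses: single dose, 3 µM final nominal compound, 0.3% DMSO final; Schedule: dye loading 1 h 37 °C then 30 min ambient, 125 s read; Technique: Fluo-8 calcium fluorescence; Benchmarks: high control carbachol 87 µM, low control DMSO.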
Tb hexokinase – Trypanosoma brucei hexokinase 1 inhibitors, primary screen, biochemical, G6PDH-coupled NADH absorbance, MLSCN library; 0.11% of 220,000 active; inhibition, % at 10 µM; recombinant TbHK1, G6PDH-coupled NADH A340; hexokinase 1 [Trypanosoma brucei];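 active = inhibition of 50% or more in the single-dose primary screen; inactive = inhibition below 50%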
* hit, by the source's call; nt = no result given; [ ] = dose if it differs, or a comment.

nr	structure	EBV gp42 block	thrombin 1536	zfTRPN1 agonist	Cl transport mod	m-calpain inh
1	CCC(C)Oc1nc(C)cc(C)c1S(=O)(=O)c1ccccc1C (stereo not drawn)	-9	2	-0.6	nt	18
2	O=C(COc1ccccc1)Nn1cnc2ccccc21	-9	-2	1.2	nt	-6
3	Cc1ncsc1CCC(=O)N1CCCC(C(=O)c2ccc3c(c2)OCO3)C1 (stereo not drawn)	6	-6	1.9	0.42	-15
4	Cc1cc(C)c(C)c(S(=O)(=O)Nc2ccccc2C(=O)NCCCn2ccnc2)c1C	-25	4	2.3	0.015	-95
5	CC(C)C(C(=O)NCC1CCCO1)N(Cc1cccs1)C(=O)CNS(=O)(=O)c1ccccc1 (stereo not drawn)	-2	5	2.4	0.72	9
6	COc1ccc(C)cc1NC(=O)CCN1CCCC1	2	-4	-0.1	0.097	-43
7	CCOC(=O)C1=C(C)Nc2ccccc2N=C1NC(=O)C(CC)c1ccccc1 (stereo not drawn)	-17	-6	-0.2	-0.11	-3
8	CCOc1ccc(S(=O)(=O)NC(C)C)cc1C(N)=O	13	-5	1.5	0.14	-16
9	COc1ccc(S(=O)(=O)N2CCCN(CC(=O)Nc3ccc4c(c3)OCO4)CC2)cc1	-5	-3	1.6	0.8	12
10	CCC1=NN(C(=O)COc2ccccc2)C(O)(c2ccncc2)C1 (stereo not drawn)	-17	-6	-0.7	0.029	-32

nr	PPC-1+TRAIL kill	Furin inh	TRPML3 agonist	Tb hexokinase
1	-7	-5[20 µM]	42*	4
2	24	-10	0.5	-3
3	-3	-4	1.6	-8
4	14	-6	0.4	-1
5	8	-17	0.3	-5
6	27	-21[20 µM]	0.0	1
7	-5	-25	0.6	2
8	19	-21	1.1	-1
9	2	-5	0.3	5
10	18	-23	0.4	-2

Compound profiles (already shown):
`O=C(COc1ccccc1)Nn1cnc2ccccc21` is listed with EBV gp42 block: -9; thrombin 1536: -2; zfTRPN1 agonist: 1.2; Cl transport mod: nt; m-calpain inh: -6; PPC-1+TRAIL kill: 24; Furin inh: -10; TRPML3 agonist: 0.5; Tb hexokinase: -3
`Cc1ncsc1CCC(=O)N1CCCC(C(=O)c2ccc3c(c2)OCO3)C1` (stereo not drawn) is listed with EBV gp42 block: 6; thrombin 1536: -6; zfTRPN1 agonist: 1.9; Cl transport mod: 0.42; m-calpain inh: -15; PPC-1+TRAIL kill: -3; Furin inh: -4; TRPML3 agonist: 1.6; Tb hexokinase: -8
`CCOC(=O)C1=C(C)Nc2ccccc2N=C1NC(=O)C(CC)c1ccccc1` (stereo not drawn) is listed with EBV gp42 block: -17; thrombin 1536: -6; zfTRPN1 agonist: -0.2; Cl transport mod: -0.11; m-calpain inh: -3; PPC-1+TRAIL kill: -5; Furin inh: -25; TRPML3 agonist: 0.6; Tb hexokinase: 2

(more compounds)
nr	structure	EBV gp42 block	thrombin 1536	zfTRPN1 agonist	Cl transport mod	m-calpain inh
11	Cc1ccc(S(=O)(=O)N(CC(O)CN2CCCC2)c2ccccc2)cc1 (stereo not drawn)	0	-4	-0.1	0.97	21
12	Cc1nn(Cc2c(F)c(F)c(F)c(F)c2F)c(C)c1NC(=O)c1c(-c2ccccc2)nn(-c2ccccc2)c1C	-24	-2	0.1	-0.72	-33
13	CCN(CC)CCCNC(=O)c1ccc2c(SCC(=O)O)c3c(nc2c1)CCC3	-5	4	0.1	2.3	15
14	CCOc1ccc(-n2c(C)cc(/C=C3/C(=N)N4C(=NC3=O)SN=C4S(C)(=O)=O)c2C)cc1	6	6	1.5	-1.7	-106
15	O=C(CSc1cn(Cc2ccccc2)c2ccccc12)Nc1nccs1	4	-7	-0.3	-0.21	-26
16	O=C(CCSCc1ccc(Cl)cc1)NCCc1ccccc1	5	-3	-0.4	-1.2	34
17	CCN1CCN(c2nc3c(C)cccn3c(=O)c2/C=C(\C#N)S(=O)(=O)c2ccc(C)cc2)CC1	13	0	-0.1	nt	-40
18	COCCCNC(=O)CNC(=S)N(Cc1ccccc1)Cc1cccnc1	0	1	1.3	0.7	-12
19	Cc1cc2nc(-c3ccc(SCc4ccccc4C#N)nc3)[nH]c2cc1C	-24	5	0.8	nt	-78
20	Cn1c(=NC(=O)c2ccccc2[N+](=O)[O-])sc2cc(S(C)(=O)=O)ccc21	-10	-7	1.4	1	-12

nr	PPC-1+TRAIL kill	Furin inh	TRPML3 agonist	Tb hexokinase
11	14	-24	0.8	3
12	19	-3[20 µM]	0.4	2
13	7	-9	0.1	-13
14	9	-43	-0.1	1
15	45	-16	-0.1	-1
16	18	1	-0.8	2
17	-10	-15	0.1	-9
18	-5	-10	0.0	-1
19	-12	-35[20 µM]	-0.2	-9
20	40	2	1.1	-11

The final 2 compounds of the section before come first, to join the parts.
nr	structure	EBV gp42 block	thrombin 1536	zfTRPN1 agonist	Cl transport mod	m-calpain inh
19	Cc1cc2nc(-c3ccc(SCc4ccccc4C#N)nc3)[nH]c2cc1C	-24	5	0.8	nt	-78
20	Cn1c(=NC(=O)c2ccccc2[N+](=O)[O-])sc2cc(S(C)(=O)=O)ccc21	-10	-7	1.4	1	-12
21	COc1ccccc1NC(=O)c1cc2ccccc2o1	-15	-4	-1.6	-0.84	12
22	CCCn1c2c(c(O)c(C(=O)NCc3ccccc3)c1=O)CCCC2	7	-3	-0.9	0.53	0
23	CN(CC(=O)Nc1ccc(Cl)cc1)C(=O)c1cccc(S(=O)(=O)N(C)C)c1	-41	-7	-0.9	1.4	-8
24	O=C(COC(=O)c1ccc(F)cc1F)Nc1ccc2[nH]c(=O)[nH]c2c1	-2	-4	0.2	0.3	-38
25	CCOCCCn1c(=S)[nH]c2cc(C(=O)NCC(OC)OC)ccc2c1=O	-3	4	1.1	1.5	-19
26	CC(=O)Nc1ccc(NC(=O)C(C)OC(=O)/C=C/c2cnc3ccccc3n2)cc1 (stereo not drawn)	-14	4	-0.1	-0.036	-27
27	O=C(c1cccnc1)N1CCN(Cc2ccc3c(c2)OCO3)CC1	-7	4	0.7	-1.6	-13
28	CCCCN(CC)Cc1ccc(CNC(=O)Nc2ccc(OC)cc2OC)o1	-13	0	0.3	0.31	-14
29	CC(=O)N/C(=C\c1ccccc1)C(=O)Nc1ccc(O)cc1	-19	2	-0.1	0.037	2
30	CCOc1ccc2nc(Cl)c(C3CC(c4ccccc4)=NN3C(=O)c3cccs3)cc2c1 (stereo not drawn)	0	-14	-1.0	-0.47	-11

nr	PPC-1+TRAIL kill	Furin inh	TRPML3 agonist	Tb hexokinase
19	-12	-35[20 µM]	-0.2	-9
20	40	2	1.1	-11
21	20	-16[20 µM]	-0.1	-7
22	19	-7[20 µM]	-0.3	3
23	8	-20	0.8	-13
24	25	-22	1.3	-5
25	9	-14	0.9	-4
26	16	-27	0.4	-18
27	21	-5[20 µM]	0.8	-1
28	14	-18	0.1	4
29	nt	-11	0.4	-13
30	27	-3	1.1	-4

(further entries)
nr	structure	EBV gp42 block	thrombin 1536	zfTRPN1 agonist	Cl transport mod	m-calpain inh
31	Cc1ccc(CSc2nnc(NC(=O)Cn3cnc4ccccc4c3=O)s2)cc1	-18	-3	0.0	-1.1	18
32	Cc1ccc(/C=C(/C#N)C(=O)NC(C)c2ccccc2)o1 (stereo not drawn)	-23	4	0.4	-0.047	23
33	CCOC(=O)c1cnc(-n2nc(C)cc2C)nc1N(C)C	-9	-9	0.1	nt	9
34	Nc1cc(Cl)nc(N/N=C/c2c(O)ccc3ccccc23)n1	-19	-2	1.4	-0.094	-6
35	CCn1nnnc1SCC(=O)c1cc(Cl)ccc1OC	-26	-9	0.6	-1.3	-14
36	CCN(CC)c1ccc(C=Nc2ccc(C)cc2)c(O)c1	-12	-6	1.1	0.064	18
37	COc1ccc(C(=O)NNC(=O)C(NC(=O)c2ccccc2NC(=O)c2ccco2)C(C)C)cc1 (stereo not drawn)	-13	23	-1.9	1.1	17
38	Cc1ccc(C(=O)NC(=S)N2CCN(C)CC2)cc1	-12	-6	-0.8	1.8	-10
39	O=C(NNC(=S)Nc1cccc(C(F)(F)F)c1)c1cccc(Cl)c1	4	-3	3.0	5.8*	-16
40	Cc1ccc(NC(=O)CN2CCN(CCN=CC3=C(O)CC(c4ccc(C)cc4)CC3=O)CC2)cc1 (stereo not drawn)	-10	-11	2.3	-0.54	-7
41	Cc1ccccc1Nc1nc(N)nc(CN2CCN(Cc3ccc4c(c3)OCO4)CC2)n1	-27	-5	0.9	-0.76	-1
42	CC(=O)Nc1ccc(S(=O)(=O)NC(CC(=O)O)c2ccc(C)cc2)cc1 (stereo not drawn)	-8	-7	1.2	0.23	-7
43	Cc1ccc(C(=O)N[C@H](C(=O)OCC(=O)NC2CCS(=O)(=O)C2)C(C)C)cc1 (stereo partly drawn)	9	-7	-1.2	0.0013	-5

nr	PPC-1+TRAIL kill	Furin inh	TRPML3 agonist	Tb hexokinase
31	9	-31	0.5	-4
32	17	7	0.0	-17
33	44	-6	0.2	-3
34	16	-24	1.1	-1
35	0	-35	0.4	-5
36	39	-1[20 µM]	0.9	-21
37	3	12	-0.3	9
38	4	-5[20 µM]	0.1	-11
39	9	-21	0.5	-3
40	nt	-5	1.8	-14
41	3	-25	0.4	2
42	5	-15	0.3	-14
43	6	-16	-0.1	4
